Screens deposited in PubChem by Fisher Drug Discovery Resource Center.
hcGAS lum – human cGAS inhibition | Q8N884 | AID 1259398 | recombinant h-cGAS, ATP depletion, Kinase-Glo luminescence | inhibition, % at 12.5 µM | 0.081% of 290,000 active;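 further: 0% = vehicle reaction and 100% = reaction without DNA for no activity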
Target sequence (Q8N884 whole entry, looked up): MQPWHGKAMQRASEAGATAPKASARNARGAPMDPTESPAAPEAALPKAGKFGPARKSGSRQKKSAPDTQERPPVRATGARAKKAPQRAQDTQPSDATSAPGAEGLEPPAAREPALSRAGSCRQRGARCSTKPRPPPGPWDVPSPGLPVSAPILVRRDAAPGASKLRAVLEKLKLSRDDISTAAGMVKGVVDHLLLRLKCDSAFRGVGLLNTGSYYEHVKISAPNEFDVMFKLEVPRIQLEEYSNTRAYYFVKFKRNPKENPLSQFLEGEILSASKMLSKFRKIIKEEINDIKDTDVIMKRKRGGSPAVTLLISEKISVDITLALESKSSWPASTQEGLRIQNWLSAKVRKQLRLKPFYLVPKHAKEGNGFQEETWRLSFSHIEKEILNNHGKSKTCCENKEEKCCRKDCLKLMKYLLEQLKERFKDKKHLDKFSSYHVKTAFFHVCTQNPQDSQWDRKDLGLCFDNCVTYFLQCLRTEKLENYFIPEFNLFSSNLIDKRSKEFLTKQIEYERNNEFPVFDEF
mcGAS inh – blocks mouse cGAS activity; recombinant cGAS, Kinase-Glo ATP depletion luminescence; Q8C6L5; 0.15% of 160,000 active; AID 1259399; inhibition, % at 12.5 µM;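 further: 0% = negative control wells and 100% = reference inhibitor with no enzyme activity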
NPYLR7 agonist – activates Aedes aegypti NPYLR7 receptor; activation, % at 10 µM; 0.15% of 270,000 active; AID 1259423; HEK293T NPYLR7/Galpha15, GCaMP6s calcium fluorescence; in the data active means activation above about 40%;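 further: 0% = vehicle and 100% = reference agonist at the receptor; some compounds past the cut are filed as inactive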
* = called active by the depositor; x = not tested or not shown; & = joins results of further samples. Unless noted, no stated cut-off is given here; in the data, active means inhibition above about 40%; inactive means the rest.

Second line of a record: hcGAS lum, NPYLR7 agonist, mcGAS inh
C=CCN(Cc1csc(COc2cccc(C)c2)n1)C(=O)c1ccc(F)cc1
  -5, 21, -5
COCCN1Cc2ccccc2N(CC(O)C(F)(F)F)CCC1=O (centres undefined)
  -7, 1, -5
COc1ccc(C)cc1NC(=O)Cn1nc2c(cc1=O)CCCC2
  -4, 4, -6
CCN(C/C=C/c1ccccc1)C(=O)[C@H](N)Cc1ccccc1
  0, 5, x
CC(=O)Nn1c(C)cc(CN2CCN3CCN(C)CC3C2)c1C (centres undefined)
  -3, x, -3
c1ccc(CN2CCc3nnsc3C2)cc1
  -5, 8, x
COc1ccc(-n2ncc3c2CC(C)(C)CC3NC2CCN(Cc3ccccn3)CC2)cc1 (centres undefined)
  -6, 18, -11
Cc1ccc(-c2nccn2Cc2ccccc2-n2cncn2)o1
  -4, 6, -10
COc1ccc(-c2cc(=O)c3c(O)cc(O)cc3o2)cc1
  -1&-7, 6&-1, -5
Cc1cccc(OS(=O)(=O)c2cccc(S(N)(=O)=O)c2)c1C
  -4, 7, x
Cn1cc(S(=O)(=O)N2CCN(C(c3ccccc3)c3ccccc3)CC2)c(=O)n(C)c1=O
  -4, -2, -5
CCOCCn1ccc2c(OCC(=O)N3CCc4ccccc43)cccc2c1=O
  -2, -1, -5
Cc1cccc2sc(N(CCCN(C)C)C(=O)c3ccco3)nc12
  -1, 7, -2
CCOC(=O)CNC(=O)N(CC(=O)N1c2ccccc2-n2cccc2C1c1ccc(C)cc1)C1CC1 (centres undefined)
  -7, 9, -5
Cc1oc2ccccc2c1C#N
  0, 1, x
CCN(Cc1ccc(S(C)(=O)=O)cc1)CC1CCCO1 (centres undefined)
  -4, 3, -10
N#CC(C(=O)/C=C/c1nccs1)C(=O)Nc1cccc(Cl)c1Cl (centres undefined)
  46*, -1, x
CC(C)(C)NC(=O)N(Cc1cccc(C(F)(F)F)c1)CC1CC(c2ccc(F)cc2F)=NO1 (centres undefined)
  -7, 19, -9
COc1ccc(OC)c(CCNc2nc3cnc(-c4cccc(Oc5ccccc5)c4)cc3n2C)c1
  -3, 4, -7
Cc1cc(C)nc(SCc2csc(Cc3ccc(F)cc3Cl)n2)n1
  -5, 4, -2
COCCNC(=S)NNC(=O)C(=O)NNC(=S)NCCOC
  3, -1, x
COc1ccccc1C1(C(=O)N2CCN(c3ccc(F)cc3)CC2)CCOCC1
  -10, 6, x
COc1ccc(C2=NN(C(=O)CN3CCOCC3)C(c3nc4ccccc4[nH]3)C2)cc1 (centres undefined)
  8, 52*, 1
Fc1ccc(C2CCCN2Cc2ccc3nonc3c2)cc1 (centres undefined)
  -1, -4, x
CCOC(=O)c1c(NC(=O)c2oc3ccccc3c2C)sc2c1CCCS2
  2, -1, -2
CCN(CC)c1ccc(CN(Cc2ccc(F)cc2)C(=O)NC(C)(C)C)c(OS(=O)(=O)c2ccc(OC)cc2)c1
  1, -3, 0
COc1ccccc1CNC(=O)CN1C[C@H]2C[C@H](O)[C@@H](O)C[C@H]2C1
  -5, 7, x
CN(Cc1ccccc1)C(=O)CNc1cccc(C#N)c1
  5, 5, -4
Cc1ccc(-n2c(=O)[nH]c3c(C(N)=O)nc(-c4ccc(OCc5ccccc5)cc4)nc32)cc1C
  -3, -7, 0
O=C(CN1CCN(c2ccccc2F)CC1)N1N=C(c2ccccc2Cl)CC1c1ccc2c(c1)OCO2 (centres undefined)
  -2, -2, -2

2 compounds picked at random from those above, as already listed:
Second line of a record: hcGAS lum, NPYLR7 agonist, mcGAS inh
Cc1ccc(-n2c(=O)[nH]c3c(C(N)=O)nc(-c4ccc(OCc5ccccc5)cc4)nc32)cc1C
  -3, -7, 0
COCCNC(=S)NNC(=O)C(=O)NNC(=S)NCCOC
  3, -1, x

More compounds.
Second line of a record: hcGAS lum, NPYLR7 agonist, mcGAS inh
CC(NC(=O)c1ccco1)C(=O)NCc1ccccc1CN(C)C (centres undefined)
  -6, -2, x
CCN(CC)CCn1ccnc1-c1nc[nH]c1C
  -7, -3, -16
Cc1ccc(OC(=O)c2ccc(Sc3nncn3C)c([N+](=O)[O-])c2)cc1C
  3, 7, -3
CCc1ccc(S(=O)(=O)O)c(C(C)(C)C)n1
  -5, 20, x
Cc1nnc(SCc2ccccn2)c2c1cnn2-c1ccccc1
  -5, -15, -9
Brc1ccccc1CN1CCC(Cc2ccc(-n3cccc3)cc2)CC1
  -4, 0, -7
Cc1ccc(C)c(-n2c(C)cn3c4c(=O)n(CC(C)C)c(=O)n(C)c4nc23)c1
  -7, 4, -8
O=C(Cn1c(SC(F)F)nc2ccccc21)NCc1ccoc1
  -2, -6, x
CC1Sc2nnc(C3CCCO3)n2N=C1c1ccc2c(c1)CCC2 (centres undefined)
  -1, -4, x
CC(C)CS(=O)(=O)CCNc1nc(-c2ccncc2)nc2c1CNC2
  -5, 7, -9
Cc1ccc(NC(=O)N2CCc3nc(Cc4ccccc4F)[nH]c(=O)c3C2)cc1Cl
  -5, 17, -6
Cc1ccc(C#N)c(S(=O)(=O)N2CCN(C(c3ccccc3)c3ccc(F)cc3)CC2)c1 (centres undefined)
  -6, 12, -7
Cc1cc(C)nc(-n2ncc3c2CC(c2cccc(Cl)c2)CC3=O)n1 (centres undefined)
  -12, -2, x
O=C(NCc1ccco1)C(C1CCCC1)N1CCN(C(=O)c2cccs2)CC1 (centres undefined)
  0, -3, x
CCc1nc2ccc(C(=O)N(C)C(C)C)cn2c1N(CC)C(=O)NCCc1ccccc1
  -6, -5, -2
COc1cccc2cc(-c3csc(Nc4ccccc4)n3)c(=O)oc12
  -6, -5, -4
CC(=O)NCCNc1nc(NCc2ccccc2)nc2ccsc12
  -4, 4, x
Cn1c(=O)c2c(-c3cccnc3)c(NCc3ccccc3)oc2n(C)c1=O
  -6, -3, -6
COC(=O)c1ccc(NC(=O)CSc2ccc3nnc(-c4ccc(OC)c(OC)c4)n3n2)cc1
  0, 3, -5
COc1cc(NC(=O)CSc2nccn2C(C)C)cc(OC)c1OC
  -9, -2, -15
CS(=O)(=O)c1oc(-c2cccs2)nc1S(=O)(=O)c1ccc(F)cc1
  -5, 3, x
COc1cc(C(=O)N2CCN(C)CC2C)cc(Cl)c1OC(C)C (centres undefined)
  -6, 10, x
Cc1cc(NC(=O)COc2ccccc2F)n(-c2nc3c(cnn3-c3ccc(C)c(C)c3)c(=O)[nH]2)n1
  -7, x, -5
CCCCc1[nH]nc2ccnc(-c3ccc(OC)nc3)c12
  -3, 6, -5
CC[C@H](C)C(=O)N(C)CCc1ccc(OC)c(OC)c1
  -7, -6, -3
Cn1cc(C(=O)Nc2nc3ccccc3s2)c2nn(-c3ccccc3)c(=O)c-2c1
  -6, 8, -10
COC(=O)c1ccccc1Nc1ncnc(N)c1[N+](=O)[O-]
  -6, 17, -6
Cc1nn2c(NCC3CCCO3)cc(C(C)C)nc2c1-c1ccccc1 (centres undefined)
  -7, -1, -10
Nc1nc2n(n1)C(c1ccccc1)CC(c1ccccc1)=N2 (centres undefined)
  -6, 22, -4
COCCNC(=O)C(C1CCCC1)N1CCN(C(=O)c2ccc(OC)cc2)CC1 (centres undefined)
  1, -1, x
CC(OC(=O)c1cnc2c(cnn2C(C)C)c1)C(=O)NC(C)(C)C (centres undefined)
  1, 1, x
CN(C)CC1(O)CCC2(CCN(Cc3ccccc3C(F)(F)F)CC2)CC1
  -12, x, -6
Cc1ccc2c(c1)C(CC(=O)N(CCCO)Cc1ccc(C)s1)C(=O)N2 (centres undefined)
  -6, 2, -12
Cc1cccc(-n2ccc3nc(N4CCOCC4)ncc3c2=O)c1
  -4, 4, x
C=CCOC(=O)C1C(C)=Nc2nc(SCCCC)[nH]c(=O)c2C1c1ccc(F)cc1 (centres undefined)
  -5, 2, -8
NC(=O)Cn1c(SCc2ccc(OC(F)(F)F)cc2)nnc1C1CC1
  -4, 9, x
Cn1cc(C(F)(F)F)nc1-c1ccc(OCC(O)CNCCOc2ccc(O)c(C(N)=O)c2)cc1 (centres undefined)
  -1, 0, -3
CN(C)C1CCCN(C(=O)CCc2nc(-c3ccco3)no2)CC1 (centres undefined)
  2, 0, -8
CO[C@H]1CN(S(C)(=O)=O)[C@H]2CC[C@@H](O)[C@H]1C2
  -1, 2, 0
Cc1ccc(-n2nc(-c3ccc(F)cc3)cc2C(=O)NCc2ccc(F)cc2)cc1
  -4, 5, -3
N=c1oc2ccc3ccccc3c2cc1C(=O)Nc1ccccc1F
  13, -4, 4
CC(C)(C)NS(=O)(=O)c1cc(C(=O)N2CCC2)ccc1Cl
  1, -6, x
COCCN(Cc1nc2sc3c(c2c(=O)[nH]1)CCC(C)C3)CC(O)COc1ccc(Cl)cc1 (centres undefined)
  1, -2, 2
CC(C)C1CN(C(=O)CCn2ccccc2=O)CCCN1CC1CC1 (centres undefined)
  -8, x, -12
CO[C@@H]1C[C@@H]2CC(C)(C)OC[C@@]2(O)[C@H]1N(C)CCCN(C)C
  0, 4, -7
CCOC(=O)c1cc(-c2cccc(OC)c2)n(-c2ccc(C(=O)NCc3ccco3)cc2)n1
  -3, 0, -7
O=C(c1ccc(SC(F)(F)F)cc1)N1CCc2ccccc2C1c1ccc(F)cc1 (centres undefined)
  -8, -1, -7
CN1CCN(c2cc(OCCNC(=O)Nc3ccc(F)c(F)c3)ncn2)CC1
  -2, -2, x
COc1ccc(C(=O)C(C#N)=Cc2cc(OC)cc(OC)c2)cc1
  1, -1, 5
CCNC(=O)N1CCN(c2cc(Cl)nc(SCC(=O)N3CCC(C)CC3)n2)CC1C (centres undefined)
  -6, 2, -3

(continued)
Second line of a record: hcGAS lum, NPYLR7 agonist, mcGAS inh
CCOc1nc(-c2ccccc2F)n(-c2ccc(NC(=O)c3ccc(F)cc3)cc2)n1
  -4, 9, -5
COc1cccc(Cc2nsc(N3CCCN(C(=O)c4ccc(C(F)(F)F)cc4)CC3)n2)c1
  -13, 13, -5
CCCN1C(=O)CCc2cc(NC(=O)COC)ccc21
  1, 2, x
C[C@@H]1CN(C(=S)Nc2cc(Cl)ccc2Cl)C[C@H](C)O1
  -9, -3, -7
CCOC(=O)C1(Cc2ccc(Cl)cc2)CCN(Cc2ccon2)CC1
  -3, 4, x
COCC(=O)N1CCN(c2nc(C)nc(C)c2Cc2ccccc2F)CC1
  0, 0, -2
COc1ccc(-c2nc(CSc3nnnn3C)cs2)cc1OC
  -2, 26, -3
O=C(Cc1c[nH]c2ccccc12)NN1C(=O)C2C(C1=O)[C@H]1C=C[C@@H]2C1 (some centres undefined)
  -7, -5, -2

Compounds above that have a Cl atom:
Second line of a record: hcGAS lum, NPYLR7 agonist, mcGAS inh
N#CC(C(=O)/C=C/c1nccs1)C(=O)Nc1cccc(Cl)c1Cl (centres undefined)
  46*, -1, x
Cc1cc(C)nc(SCc2csc(Cc3ccc(F)cc3Cl)n2)n1
  -5, 4, -2
O=C(CN1CCN(c2ccccc2F)CC1)N1N=C(c2ccccc2Cl)CC1c1ccc2c(c1)OCO2 (centres undefined)
  -2, -2, -2
Cc1ccc(NC(=O)N2CCc3nc(Cc4ccccc4F)[nH]c(=O)c3C2)cc1Cl
  -5, 17, -6
Cc1cc(C)nc(-n2ncc3c2CC(c2cccc(Cl)c2)CC3=O)n1 (centres undefined)
  -12, -2, x
COc1cc(C(=O)N2CCN(C)CC2C)cc(Cl)c1OC(C)C (centres undefined)
  -6, 10, x
CC(C)(C)NS(=O)(=O)c1cc(C(=O)N2CCC2)ccc1Cl
  1, -6, x
COCCN(Cc1nc2sc3c(c2c(=O)[nH]1)CCC(C)C3)CC(O)COc1ccc(Cl)cc1 (centres undefined)
  1, -2, 2
CCNC(=O)N1CCN(c2cc(Cl)nc(SCC(=O)N3CCC(C)CC3)n2)CC1C (centres undefined)
  -6, 2, -3
C[C@@H]1CN(C(=S)Nc2cc(Cl)ccc2Cl)C[C@H](C)O1
  -9, -3, -7
CCOC(=O)C1(Cc2ccc(Cl)cc2)CCN(Cc2ccon2)CC1
  -3, 4, x
